ABHD4 inh: ABHD4 inhibitors, primary screen, biochemical, fluorescence polarization, mouse. (Lyso)-N-acylphosphatidylethanolamine lipase (Mus musculus), Q8VD66. purified mABHD4, FP-Rh probe fluorescence polarization. inhibition, % at 8.92 µM. 0.54% of 370,000 active. AID 720543, 2013;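 active = inhibition exceeding the mean over every tested compound plus 3 SD, cut at about 30% in these data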;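 note: 0% = plate median of compound wells and 100% = S159A mutant with DMSO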
Target sequence (Q8VD66 whole entry, looked up): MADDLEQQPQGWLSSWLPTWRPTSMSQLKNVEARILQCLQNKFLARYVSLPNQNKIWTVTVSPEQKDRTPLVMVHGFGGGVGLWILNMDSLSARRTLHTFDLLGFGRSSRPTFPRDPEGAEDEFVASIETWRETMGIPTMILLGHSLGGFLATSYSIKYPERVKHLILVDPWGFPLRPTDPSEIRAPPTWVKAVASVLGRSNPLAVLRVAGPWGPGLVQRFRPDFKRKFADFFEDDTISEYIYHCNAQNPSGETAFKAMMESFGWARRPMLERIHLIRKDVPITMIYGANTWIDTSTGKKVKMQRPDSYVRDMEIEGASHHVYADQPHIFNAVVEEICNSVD
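Test system: mABHD4 protein | Buffer or medium: HEPES pH 7.0 buffer, 150 mM NaCl, 0.01% Pluronic F-127 | Probe or stimulus: FP-Rh fluorescent activity-based probe, added after compound pre-incubation | Timing: Pre-incubation 45 min, probe exposure 60 min, at 25 °C | Technique: Fluorescence polarization, excitation 525 nm, emission 598 nm, BODIPY TMR filters | Repeats: Single well per compound (singlicate)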
LEDGF integ inh: blockers of LEDGF/p75-dependent integrase strand transfer – biochemical, TR-FRET, high throughput, primary screen; HIV-1 integrase (with human LEDGF/p75); TR-FRET IN-LEDGF/p75 DNA integration, Eu/Cy5; inhibition, % at 3.7 µM; 0.64% of 370,000 active; AID 743269, 2014;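 active = inhibition above the screen-wide mean plus 3 SD, cut at about 13% in these data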;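 note: signal is the Cy5 over europium emission ratio at 671 and 618 nm; 0% = plate median of compound wells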
HTRA1 inhibitor: HTRA1 serine protease inhibitors, primary screen, biochemical, fluorescence polarization, HTS; Q92743; recombinant HTRA1, FP-rhodamine activity-based probe; inhibition, % at 5.96 µM; 0.5% of 340,000 active; in the data active = inhibition above about 36%;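 note: 0% = enzyme with DMSO and 100% = wells lacking enzyme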
SIAE inh: human SIAE inhibitors, primary screen, biochemical, fluorescence polarization, FP-Rh probe, 1536-well HTS. Sialate O-acetylesterase (Homo sapiens), Q9HAT2. SIAE FP-Rh probe binding. inhibition, % at 9.66 µM. 0.69% of 370,000 active. AID 1053197, 2014;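 active = inhibition above a cutoff: mean of compounds within the control limits plus 3 SD of those, cut at about 17% in these data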;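 note: 0% = plate median of compound wells and 100% = probe without SIAE protein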
rCAG binder: binders of r(CAG) RNA repeats, primary screen, biochemical, fluorescence. r(CAG) RNA repeat, TO-PRO-1 dye displacement fluorescence. inhibition, % at 3 µM. 1.3% of 370,000 active;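 active = inhibition above the plate cutoff, the mean of all test compounds on that plate plus 3 SD, cut at about 35% in these data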;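 note: 0% = DMSO alone and 100% = 100 µM mitoxantrone as full dye displacement; higher means more dye released from RNA so lower well fluorescence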
TDP2 inh: human TDP2 enzyme inhibitors, primary screen, biochemical, epi absorbance, recombinant enzyme. Tyrosyl-DNA phosphodiesterase 2 (Homo sapiens), O95551. T5PNP hydrolysis, p-nitrophenol absorbance 415 nm. 0.34% of 370,000 active. inhibition, % at 12.8 µM;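 active = inhibition above the mean of all tested compounds plus 3 SD, set per campaign, cut at about 25% in these data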;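 note: 0% = DMSO with enzyme and 100% = buffer with substrate but no TDP2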
Target sequence (O95551 whole entry, looked up): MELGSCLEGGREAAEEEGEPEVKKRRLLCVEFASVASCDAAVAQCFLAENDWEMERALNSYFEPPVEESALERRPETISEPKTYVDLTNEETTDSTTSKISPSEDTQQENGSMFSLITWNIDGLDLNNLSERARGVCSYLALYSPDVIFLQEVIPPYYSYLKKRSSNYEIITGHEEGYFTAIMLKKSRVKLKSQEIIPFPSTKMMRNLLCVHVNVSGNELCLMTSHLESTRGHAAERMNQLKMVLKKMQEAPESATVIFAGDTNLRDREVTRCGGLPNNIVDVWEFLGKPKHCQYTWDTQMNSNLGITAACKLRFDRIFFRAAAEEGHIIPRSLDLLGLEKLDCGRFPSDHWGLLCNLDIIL
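Test system: Human TDP2 enzyme | Reagent: 5 mM T5PNP | Compound dosing: 12.8 µM single point, 1% DMSO | Incubation: Enzyme reaction with compound for 2 h at 37 °C | Technique: p-Nitrophenol epi absorbance | Read-out: % inhibition relative to enzyme-containing and enzyme-free wells | Benchmarks: High control without enzyme, low control DMSO plus TDP2 | Replicates: Singlicate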
Rev-erbA mod: modulators of Rev-erb alpha DNA binding, primary screen, biochemical, FITC-DNA, fluorescence polarization, uHTS. Rev-erbα–FITC-DNA binding, 90 min. activity, % at 10 µM. AID 1259318, 2017. Nuclear receptor subfamily 1 group D member 1 (Homo sapiens), P20393. 0.79% of 370,000 active;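 active = activity above about 14%, limit read from the data; passing the limit was not always enough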;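 note: 0% = DMSO wells with 35 nM protein and 100% = DMSO wells with 750 nM protein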
PRMT1 FP inh: PRMT1 methyltransferase inhibitors, primary screen, biochemical, fluorescence polarization; Protein arginine N-methyltransferase 1 (Homo sapiens), Q99873; recombinant PRMT1, activity-based probe fluorescence polarization; inhibition, % at 2.79 µM; 1.3% of 370,000 active;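 active = inhibition above about 21% made by adding two undisclosed values, limit read from the data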
Target sequence (Q99873 whole entry, looked up): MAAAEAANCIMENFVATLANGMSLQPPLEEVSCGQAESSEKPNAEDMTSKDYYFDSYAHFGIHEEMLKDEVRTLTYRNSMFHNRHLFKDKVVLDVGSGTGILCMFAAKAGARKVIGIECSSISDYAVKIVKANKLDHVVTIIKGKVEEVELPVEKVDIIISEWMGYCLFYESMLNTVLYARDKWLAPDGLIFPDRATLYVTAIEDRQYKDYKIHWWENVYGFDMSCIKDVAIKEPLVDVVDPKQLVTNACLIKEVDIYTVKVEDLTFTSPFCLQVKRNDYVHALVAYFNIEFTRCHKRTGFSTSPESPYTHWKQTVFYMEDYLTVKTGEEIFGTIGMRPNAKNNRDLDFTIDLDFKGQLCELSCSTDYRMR
PG9 Ab binder: binders of HIV-1 gp120 antibody PG9, primary screen, biochemical, TR-FRET; TR-FRET gp120-PG9 antibody binding; inhibition, % at 6.7 µM; 0.43% of 360,000 active; AID 624416, 2012; in the data active = inhibition above about 8.5%
TCR-CD3 inh: inhibitors of human TCR-CD3 interaction, primary screen, biochemical, fluorescence, TAMRA-labeled TCR probe; T-cell receptor (TCR); inhibition, % at 9.4 µM; 0.37% of 360,000 active; AID 651800, 2012; in the data active = inhibition above about 19%;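 note: recombinant mutant TCR 2C K166C tagged with TAMRA read by polarization; 0% = receptor in buffer alone and 100% = receptor with positive control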
* hit, by the source's call; . = not tested or not shown. An excerpt; count on the stated rates, not on these rows.

cpd	Compound	ABHD4 inh	LEDGF integ inh	HTRA1 inhibitor	SIAE inh	rCAG binder	TDP2 inh	Rev-erbA mod	PRMT1 FP inh	PG9 Ab binder	TCR-CD3 inh
1	CC(C)N(O)C(=O)NC(C)(C)C	0	0	0	6	-1	2	2	0	-3.2	3
2	Cc1c(Cl)cccc1NC(=O)CCN1C(=O)NC(C)(C)C1=O	3	5	-1	-2	0	-2	7	-3	-2.0	4
3	Cc1ccc(S(=O)(=O)N2CCN(C(=O)c3ccccc3)CC2)cc1	-5	-1	1	2	-6	5	2	1	-1.2	2
4	O=C1CC(c2ccccc2)CC(O)=C1C=Nc1ccc(O)cc1 (stereo not given)	28	0	-2	1	-1	0	2	-3	-0.2	9
5	O=C(Nc1ccc(-c2nc3ccccc3c(=O)o2)cc1)c1ccco1	-10	-1	-22	-37	2	1	0	-2	-1.3	11
6	Cc1ccccc1C(=O)NC1CCN(CC(=O)Nc2nccs2)CC1	-3	-1	4	3	-2	10	-1	0	-1.4	0
7	O=C(CN1C(=O)c2ccccc2S1(=O)=O)NCc1c(F)cccc1F	1	-3	-2	-3	-4	0	-3	6	0.7	-5
8	COc1cccc(/C=N/NC(=O)CCc2ccccc2)c1	1	2	1	-3	-4	-13	.	-3	-1.1	5
9	CCc1nc(N2CCC(C)CC2)c2oc3ccccc3c2n1	-11	-1	-16	-1	1	-8	7	-3	1.5	1
10	Cc1ccnc(NC(=O)c2ccccc2NC(=O)c2ccccc2)c1	2	4	-3	-2	0	-11	-6	-1	0.7	0
11	O=[N+]([O-])c1nn(-c2ccc3c(c2)OCCO3)n(O)c1=NCCC1=CCCCC1	8	-2	3	5	-3	2	3	3	-0.4	0
12	COc1cc2oc(=O)cc(CN3CCN(C(C)=O)CC3)c2cc1Cl	-1	-4	.	-4	5	4	2	1	-2.9	-4
13	CC(=O)C1=C(C)NC(SCC(=O)c2ccc(F)cc2)=C(C#N)C1CC(C)C (stereo not given)	0	-2	-8	0	9	-3	-2	28*	4.0	-2
14	CCOC(=O)C(Cc1c[nH]c2ccc([N+](=O)[O-])cc12)(NC(C)=O)C(=O)OCC	-11	7	8	-10	0	-1	3	-3	-1.6	2
15	Cc1ncc([N+](=O)[O-])n1CCOC(=O)Nc1ccc([N+](=O)[O-])cc1	5	0	6	-7	-1	1	-4	1	-1.2	-9
16	COc1cc(/C=N/NC(=O)CCn2cnc(-c3ccccc3)c2-c2ccccc2)ccc1O	-1	-1	22	-2	5	2	-3	-2	-1.1	12
17	CCC(C)(C)C(=O)N1CCC(C(=O)NC2CCCc3ccccc32)CC1 (stereo not given)	0	2	.	-6	-3	7	0	-6	.	.
18	O=C(NCCC(=O)N1O[C@@H]2C=C[C@H]1C2)OCC1c2ccccc2-c2ccccc21	-3	1	-13	1	7	5	7	0	1.6	1
19	Cc1cccc(-c2c3c(=O)n(C)c(=O)n(C)c3cn2CCO)c1	-3	-2	-1	-2	5	7	0	1	0.7	-4
20	OCCCNC(=S)Nc1ccc(Oc2ccccc2)cc1	-1	1	0	3	3	-2	-2	4	0.5	-2

Three entries from above, with two lines to a compound.
Below each compound: ABHD4 inh, LEDGF integ inh, HTRA1 inhibitor, SIAE inh, rCAG binder, TDP2 inh, Rev-erbA mod, PRMT1 FP inh, PG9 Ab binder, TCR-CD3 inh
8: COc1cccc(/C=N/NC(=O)CCc2ccccc2)c1
 : 1, 2, 1, -3, -4, -13, ., -3, -1.1, 5
9: CCc1nc(N2CCC(C)CC2)c2oc3ccccc3c2n1
 : -11, -1, -16, -1, 1, -8, 7, -3, 1.5, 1
10: Cc1ccnc(NC(=O)c2ccccc2NC(=O)c2ccccc2)c1
 : 2, 4, -3, -2, 0, -11, -6, -1, 0.7, 0

Reprinted at random: 4 entries already listed
cpd	Compound	ABHD4 inh	LEDGF integ inh	HTRA1 inhibitor	SIAE inh	rCAG binder	TDP2 inh	Rev-erbA mod	PRMT1 FP inh	PG9 Ab binder	TCR-CD3 inh
15	Cc1ncc([N+](=O)[O-])n1CCOC(=O)Nc1ccc([N+](=O)[O-])cc1	5	0	6	-7	-1	1	-4	1	-1.2	-9
9	CCc1nc(N2CCC(C)CC2)c2oc3ccccc3c2n1	-11	-1	-16	-1	1	-8	7	-3	1.5	1
19	Cc1cccc(-c2c3c(=O)n(C)c(=O)n(C)c3cn2CCO)c1	-3	-2	-1	-2	5	7	0	1	0.7	-4
16	COc1cc(/C=N/NC(=O)CCn2cnc(-c3ccccc3)c2-c2ccccc2)ccc1O	-1	-1	22	-2	5	2	-3	-2	-1.1	12

(cont.)
cpd	Compound	ABHD4 inh	LEDGF integ inh	HTRA1 inhibitor	SIAE inh	rCAG binder	TDP2 inh	Rev-erbA mod	PRMT1 FP inh	PG9 Ab binder	TCR-CD3 inh
21	Clc1ccsc1-c1ccc2ccccc2n1	-3	-1	-12	5	4	1	4	-1	-0.8	1
22	Cc1cc(C)cc(OCC(=O)OCC(=O)N(CC(C)C)c2c(N)n(Cc3ccccc3)c(=O)[nH]c2=O)c1	-4	2	0	-6	-2	-14	-2	-2	-1.6	-3
23	CSc1cccc(NC(=O)Nc2nc3c(C)cccc3s2)c1	-7	-3	-19	-25	52*	2	-3	0	0.5	4
24	Cc1ccc(S(=O)(=O)Nc2ccc3c(c2)nc(CN2CCCC2)n3C)cc1	1	1	-5	-1	6	9	-1	-3	-0.2	-1
25	COCC(=O)NC1CCN(CC(=O)Nc2ccccc2[N+](=O)[O-])CC1	-6	-2	1	-2	3	5	-1	6	1.3	-2
26	O=c1c2ccccc2nnn1CCN1CCOCC1	-1	-2	-1	-1	0	8	-6	-1	1.6	-2
27	COc1cc(C2NC(=O)CS2)cc(OC)c1OC (stereo not given)	1	1	8	-4	1	7	-6	0	0.4	0
28	CCOC(=O)c1ccc(N/C=C/C(=O)c2ccc(OC)cc2)cc1	-8	2	0	-2	4	-9	1	3	-0.2	-1
29	CCC1Sc2ccc(S(=O)(=O)CCC(=O)NCc3cccs3)cc2NC1=O (stereo not given)	1	-1	-11	-1	-1	-5	-3	1	-0.5	8
30	COc1ccc(/C=N/NC(=O)CN2CCCC2)cc1	3	-2	2	3	-1	-2	2	-4	0.2	5
31	O=C(NCC1CCCO1)c1ccccc1NS(=O)(=O)c1cccc([N+](=O)[O-])c1 (stereo not given)	4	0	1	6	12	10	1	-3	-1.7	2
32	CCOC(=O)C1(CCOc2ccccc2)CCN(Cc2cnc(C)s2)CC1	0	-2	-1	3	-11	-1	-4	1	1.1	5
33	Cc1cc(NC(=O)c2cc(CC(C)C)on2)n(-c2ccccc2)n1	-7	2	-8	2	-2	9	-1	5	0.8	-7
34	Cc1cc(=O)oc2cc(OCC(=O)NC3CCCC3)ccc12	-8	2	0	-3	-1	-5	-9	13	-2.5	-3
35	CCCNC(=O)C1(C)CCCN(C(=O)c2cccc(C(F)(F)F)c2)C1 (stereo not given)	2	4	.	0	0	-4	1	-3	-1.5	0
36	O=C(CCN1CCCO1)N1CCCC(Nc2cccc(F)c2)C1 (stereo not given)	-4	7	0	-2	4	-7	-8	-3	-1.1	-5
37	COc1cc(O)oc1C=Nc1ccc(Cl)cc1	-6	0	-1	-2	5	-2	4	0	-0.2	-4
38	COCc1cc(=O)[nH]c(/N=C(\N)Nc2cccc(Cl)c2)n1	1	-3	.	-1	-2	-2	1	-1	0.5	-9
39	COC(=O)c1c(C)[nH]c(C(=O)NCCc2ccc(S(N)(=O)=O)cc2)c1C	-2	0	-2	5	7	-3	-4	2	0.6	3
40	COc1cccc(CC(=S)N2CCOCC2)c1	-1	0	4	-5	-2	5	-3	-2	-1.4	0
41	CN1CCc2cc(O)c(O)cc2C(c2ccccc2)C1 (stereo not given)	7	-5	4	6	2	2	5	14	-0.7	7
42	Clc1ccc(C2CC(c3cccs3)n3ncnc3N2)cc1 (stereo not given)	-1	-1	.	-6	-3	8	1	3	-0.1	-2
43	CCc1ccc(CN2C(=O)c3ccccc3C2C(=O)NCc2cccnc2)cc1 (stereo not given)	4	-2	5	4	-4	8	-5	1	-0.9	-6
44	Nc1nc(CSc2ncccn2)nc(Nc2ccccc2)n1	-1	-1	8	-1	1	-3	1	-2	-1.8	-6
45	O=C(Nc1cccc(NC(=O)c2ccc(Cl)cc2)n1)c1ccc(Cl)cc1	4	-2	2	0	1	15	11	0	0.5	8
46	COc1ccc(/C=N/Nc2cc(N3CCOCC3)ncn2)c(OC)c1	1	4	3	4	0	-1	1	0	-2.9	2
47	O=[N+]([O-])c1cc(S(=O)(=O)N2CCOCC2)ccc1NS(=O)(=O)c1ccccc1	8	-1	2	0	7	5	-2	1	0.8	-5
48	C[C@H]1[C@@H](NCc2ccccc2)CC[C@@]23CCCN2C(=O)CCC[C@@H]13	0	2	.	-1	.	-4	1	-1	.	.
49	CCCCCCCn1c(=O)c(C(=O)OC)c(N)c2ccccc21	-15	-4	-32	-6	-2	-17	6	4	-1.4	-8
50	CC(CNC(=O)Cn1ccc(NC(=O)OCc2ccccc2)nc1=O)c1ccccc1 (stereo not given)	1	3	-5	-2	3	-8	0	-1	0.7	-2
51	COc1ccc2c(c1)CCc1c(C(=O)Nc3cc(C)n(Cc4ccc(Cl)cc4)n3)noc1-2	1	-1	1	2	2	11	-3	-3	0.8	4

Molecules above containing a furan ring, fused or not (3):
cpd	Compound	ABHD4 inh	LEDGF integ inh	HTRA1 inhibitor	SIAE inh	rCAG binder	TDP2 inh	Rev-erbA mod	PRMT1 FP inh	PG9 Ab binder	TCR-CD3 inh
5	O=C(Nc1ccc(-c2nc3ccccc3c(=O)o2)cc1)c1ccco1	-10	-1	-22	-37	2	1	0	-2	-1.3	11
9	CCc1nc(N2CCC(C)CC2)c2oc3ccccc3c2n1	-11	-1	-16	-1	1	-8	7	-3	1.5	1
37	COc1cc(O)oc1C=Nc1ccc(Cl)cc1	-6	0	-1	-2	5	-2	4	0	-0.2	-4

Bioassay records deposited in PubChem by several laboratories.
